# FAS TE block: FAS thioesterase (human) inhibition | P49327 | 360,000 tested, 0.67% active | inhibition, % at 15 µM | recombinant FAS-TE, OMFH fluorogenic substrate, fluorescence endpoint;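 active = compounds whose normalised, plate-corrected inhibition of enzyme fluorescence in the single-dose primary screen is 50% or more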;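 also: 0% = DMSO with enzyme and 100% = substrate without enzyme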
# Neddylation inh: blocks human cullin neddylation. calls only at 25 µM. TR-FRET cullin neddylation, biochemical. AID 651699. P61081+Q13564. 360,000 tested, 0.58% active; in the data active = inhibition above about 36%
# MT1-MMP act inh: inhibitors of human MT1-MMP activation; P50281; HT1080 RFP-PRO-GFP cells, GFP/RFP ratio fluorescence, overnight; percent of plate control window, DMSO zero; GFP/RFP ratio change, % at 20 µM; 360,000 tested, 0.061% active; AID 651647;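 active = GFP/RFP ratio change of at least 30% with cell ATP level not reduced by more than half and red fluorescence within 50% of control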; also: strong numbers were not always called active
#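 Read-out: GFP/RFP fluorescence ratio; Test system: RFP-PRO-GFP reporter HT1080 cells; Compound dosing: single-point 20 µM compound, 1% DMSO; Times: overnight compound exposure at 37 °C.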
# Rin1 Abl inh: blocks binding of human Rin1 to Abl. 360,000 tested, 0.4% active. P00519+Q13671. inhibition, % at 7.35 µM. TR-FRET Rin1/Abl binding, biochemical. AID 588664; in the data active = inhibition above about 5%, passing the limit was not always enough
# Target sequence (P00519 whole entry, looked up): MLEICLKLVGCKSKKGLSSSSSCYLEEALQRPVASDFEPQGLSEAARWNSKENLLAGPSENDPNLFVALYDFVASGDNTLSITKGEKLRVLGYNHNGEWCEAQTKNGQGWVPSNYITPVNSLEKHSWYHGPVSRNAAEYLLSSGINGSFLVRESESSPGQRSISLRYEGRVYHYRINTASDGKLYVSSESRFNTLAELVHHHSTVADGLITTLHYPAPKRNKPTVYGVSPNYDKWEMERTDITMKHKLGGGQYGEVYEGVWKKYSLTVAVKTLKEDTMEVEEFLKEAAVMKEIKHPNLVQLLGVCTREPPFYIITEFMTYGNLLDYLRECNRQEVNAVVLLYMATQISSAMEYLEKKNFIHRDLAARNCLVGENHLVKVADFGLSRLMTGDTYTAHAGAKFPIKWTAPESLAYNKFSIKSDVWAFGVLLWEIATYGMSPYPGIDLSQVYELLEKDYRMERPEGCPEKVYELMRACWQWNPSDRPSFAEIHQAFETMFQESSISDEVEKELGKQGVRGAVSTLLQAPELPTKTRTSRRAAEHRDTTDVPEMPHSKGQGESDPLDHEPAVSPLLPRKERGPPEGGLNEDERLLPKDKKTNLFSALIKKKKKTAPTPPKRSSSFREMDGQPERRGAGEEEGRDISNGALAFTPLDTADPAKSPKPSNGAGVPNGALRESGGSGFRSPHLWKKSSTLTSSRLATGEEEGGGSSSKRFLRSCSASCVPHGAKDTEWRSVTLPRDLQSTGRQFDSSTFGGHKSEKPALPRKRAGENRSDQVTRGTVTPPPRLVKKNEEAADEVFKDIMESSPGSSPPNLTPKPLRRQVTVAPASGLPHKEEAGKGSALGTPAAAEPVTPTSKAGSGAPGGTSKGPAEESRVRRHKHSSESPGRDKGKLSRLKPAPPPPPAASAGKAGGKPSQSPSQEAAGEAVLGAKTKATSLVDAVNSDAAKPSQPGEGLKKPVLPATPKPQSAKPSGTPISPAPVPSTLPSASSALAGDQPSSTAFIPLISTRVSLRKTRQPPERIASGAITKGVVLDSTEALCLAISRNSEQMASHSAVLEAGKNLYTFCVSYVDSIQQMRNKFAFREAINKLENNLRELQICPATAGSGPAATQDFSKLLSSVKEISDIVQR
# Target sequence (Q13671 whole entry, looked up): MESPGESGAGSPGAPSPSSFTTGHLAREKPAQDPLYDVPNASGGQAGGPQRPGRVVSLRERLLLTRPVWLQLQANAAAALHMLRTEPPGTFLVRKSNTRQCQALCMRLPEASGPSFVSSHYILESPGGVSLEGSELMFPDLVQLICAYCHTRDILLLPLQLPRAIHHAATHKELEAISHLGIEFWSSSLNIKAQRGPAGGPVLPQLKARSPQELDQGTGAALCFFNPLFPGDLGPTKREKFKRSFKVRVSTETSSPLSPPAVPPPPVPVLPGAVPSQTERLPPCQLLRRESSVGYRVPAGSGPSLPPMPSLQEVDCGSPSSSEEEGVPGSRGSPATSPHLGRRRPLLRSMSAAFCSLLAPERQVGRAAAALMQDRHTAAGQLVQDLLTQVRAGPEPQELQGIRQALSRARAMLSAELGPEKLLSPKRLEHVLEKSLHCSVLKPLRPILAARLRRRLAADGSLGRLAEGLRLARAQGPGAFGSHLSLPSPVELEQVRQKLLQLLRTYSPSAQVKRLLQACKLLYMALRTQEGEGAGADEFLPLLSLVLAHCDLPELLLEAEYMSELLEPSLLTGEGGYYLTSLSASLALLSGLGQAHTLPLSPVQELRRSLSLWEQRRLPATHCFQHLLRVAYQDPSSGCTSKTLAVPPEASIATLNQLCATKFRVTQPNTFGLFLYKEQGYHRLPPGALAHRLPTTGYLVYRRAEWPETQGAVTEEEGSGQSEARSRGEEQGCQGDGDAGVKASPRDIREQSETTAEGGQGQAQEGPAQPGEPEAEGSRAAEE
# SKN-1 inh: C. elegans SKN-1 inhibition. C. elegans VP596 Pgst-4::GFP/RFP ratio, acrylamide-induced, 24 h. inhibition, % at 21.8 µM. 360,000 tested, 0.49% active. AID 624304;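 active = interference check ratio from 0.5 to 1.5 plus GFP to RFP signal ratio inhibition reaching or exceeding a fixed threshold, cut at about 30% in these data, passing the limit was not always enough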; also: some compounds called inactive have numbers as strong as hits
# Rpn11 inh: Rpn11 (human) deubiquitinase inhibition; human 26S proteasome, Ub4-pepOG fluorescence polarization; 20S core pre-blocked with epoxomicin; 360,000 tested, 0.59% active; calls only at 20 µM;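 active = inhibition at 20 µM, scaled to each plate's controls, above about 33%, limit read from the data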
# CSN inh: CSN deneddylation inhibition; Q92905; Purified CSN, SCF-Nedd8-OG deneddylation, fluorescence polarization; inhibition, % at 12.5 µM; 360,000 tested, 0.38% active; AID 651999;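 active = pattern-corrected inhibition above about 35%, with an unprinted fluorescence ratio check between 0.5 and 1.5, limit read from the data, passing the limit was not always enough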;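 also: 0% = enzyme with substrate and 100% = substrate without enzyme; some results filed as inactive read as strong as hits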
#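 Material: human Csn5 produced in HEK293T cells; Input: enzyme 0.24 nM; Reagent: SCFSkp2-Nedd8OG substrate at 10 nM final; Dosing: 12.5 µM compound; Incubation: 90 min reaction at room temperature; Detection: fluorescence polarization of the substrate; Evaluation: % inhibition of substrate cleavage by Csn5; Control set: substrate-only high control, full reaction low control.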
# PABP1 MLLE inh: inhibitors of microRNA-mediated deadenylation, human PABP1 MLLE binding. P11940. GST-MLLE / FITC-PAM2 fluorescence polarization. inhibition, % at 20 µM. 360,000 tested, 0.36% active. AID 588489; in the data active = inhibition above about 35%, passing the limit was not always enough;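 also: plate controls were DMSO wells with GST-MLLE for no effect and wells lacking GST-MLLE protein for full effect; some results filed as inactive read as strong as hits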
# NadD inh: blocks S. aureus nicotinate mononucleotide adenylyltransferase; inhibition, % at 20 µM; purified NadD enzyme, colorimetric absorbance read-out; 360,000 tested, 0.78% active; in the data active = inhibition above about 26%; also: some compounds past the cut are filed as inactive
# Active calls of the source: *; i = inactive; . = not tested or not shown.
mol	FAS TE block	Neddylation inh	MT1-MMP act inh	Rin1 Abl inh	SKN-1 inh	Rpn11 inh	CSN inh	PABP1 MLLE inh	NadD inh
COc1cccc(NC(=O)c2ccccc2C(F)(F)F)c1	-9	i	-1	6	-6	i	11	-1	-3
CCCC(=O)N1CCC1(C)C(=O)Nc1ccccc1C(C)(C)C (configuration not stated)	-8	i	1	-3	4	i	3	8	0
O=C(NCc1n[nH]c(=O)c2ccccc12)C1CC(=O)N(c2ccccc2)C1 (configuration not stated)	-2	i	2	-1	1	i	1	18	0
CCc1c(C(C)S(=O)(=O)c2ccccc2)[nH]c(=O)n1CC (configuration not stated)	-5	i	3	1	7	i	-2	40*	1
O=C(COc1ccc(F)cc1)Nc1c(C(=O)N2CCC(N3CCCCC3)CC2)oc2ccccc12	-4	i	-9	0	-7	i	-1	0	-3
COc1ccccc1Nc1nc(N)nc(CN(C)C2CCCCC2)n1	-2	i	-9	2	-12	i	4	12	-5
CC(C)CNC(=O)COC(=O)c1ccc(Cl)c(S(N)(=O)=O)c1	-4	i	0	-2	-2	i	1	-21	7
O=C(Nc1ccccc1N1CCCC1)c1ccc(N2CCCC2=O)cc1	3	i	2	0	-4	i	-1	15	-1
Cc1ccc(CNC(=O)c2cc(S(=O)(=O)N3CCCC3)cn2C)cc1	-2	i	2	0	8	i	-2	2	3
NS(=O)(=O)c1ccc(NNC(=O)c2ccc(Br)o2)c([N+](=O)[O-])c1	-4	i	-1	-1	11	i	-1	-111	4
Cc1ccc(C(=O)C2CCN(CC(=O)Nc3ccc4c(c3)OCCO4)CC2)cc1	1	i	-8	-1	13	i	-1	-13	8
C/C(CC(=O)Nc1ccccn1)=N\NC(=O)c1ccc2ccccc2c1	-12	i	5	1	-6	i	-11	4	-1
O=C(c1cc(COc2ccc(F)cc2Cl)on1)N1CC2C[C@@H]3CC1C[C@H](C2)C3	22	i	-3	5	35*	i	-2	-2	-9
O=C(Nc1cccc(S(=O)(=O)N2CCOCC2)c1)C(c1ccccc1)N1CCCCC1 (configuration not stated)	5	i	-5	1	9	i	1	8	0
CNC(=O)CSc1nc2c([nH]c3ccccc32)c(=O)n1CCOC	-8	i	7	0	7	i	0	8	-4
COc1cccc(N(CC(=O)NCCSCc2ccc(Cl)cc2)S(C)(=O)=O)c1	4	i	-2	-1	17	i	-5	7	-3
Cc1ccc(/C(O)=C2/C(=O)C(=O)N(c3ccccn3)C2c2ccc([N+](=O)[O-])cc2)cc1 (configuration not stated)	10	i	-1	-2	-2	i	0	-5	13
CC1(C)CC(=O)C=C(c2n[nH]nc2C2=CCCCC2)C1	-12	i	-5	-1	-1	i	1	9	-1
O=C(NCCN1C(=O)C2C3C=CC(C3)C2C1=O)Nc1cccnc1 (configuration not stated)	3	i	10	2	-6	i	-1	4	2
Cn1ccnc1CN1CCCCC1C(=O)Nc1ccc(Oc2cccnc2)cc1 (configuration not stated)	-4	i	-4	2	12	i	1	-15	-3
CC(C)c1cc(C(=O)N2CCCC(N3CCN(c4ccc(F)cc4)CC3)C2)no1 (configuration not stated)	4	i	0	-1	9	i	0	-7	-3
CCOc1ccccc1OCC(O)CNC (configuration not stated)	-7	i	4	2	-13	i	5	-10	-5
CCC(=O)N1CCCC(C)(C(=O)NS(=O)(=O)c2cccs2)C1 (configuration not stated)	-4	i	4	3	13	i	-3	-9	3
O=C(NNC1=NS(=O)(=O)c2ccccc21)c1ccccc1	-4	i	2	0	-9	i	4	25	-3
CCn1c(CC(=O)Nc2ccccc2F)nnc1SCC(=O)N1CCN(c2ccccc2)CC1	-4	i	-2	-1	-4	i	1	8	0
COc1ccc(NC(=O)CSc2nc3sc4c(c3c(=O)n2-c2ccc(OC)cc2)CCN(C)C4)cc1	8	i	-8	-3	12	i	98*	10	20
O=C(Nc1cccc(Cl)c1Cl)c1ccncc1	-6	i	-15	-2	15	i	0	-3	0
Cc1cccc(/C=C2/Sc3ccc(C(=O)N4CCOCC4)cc3NC2=O)c1	1	i	-3	-6	13	i	1	5	-1
CN1CCN(C(=S)c2ccc(Br)cc2)CC1	-10	i	-1	4	-3	i	0	21	-5
CCOC(=O)C1=C[C@@H](C(C)(C)C)N(S(=O)(=O)c2ccc(C)cc2)[C@H]1c1ccccc1Cl	13	i	-1	3	4	i	-4	-9	-1
O=C(CSc1nnnn1-c1ccccc1)c1ccc(O)cc1O	-13	i	0	-2	-5	i	-1	-63	-8
Cc1noc(C)c1C(=O)Nc1cc(Cl)ccc1N1CCOCC1	0	i	11	3	2	i	-2	-3	-5
COC(=O)[C@@]1(Cc2ccc(F)cc2)[C@H]2c3cc(C(=O)N4CCCC4)n(Cc4ccc(S(C)(=O)=O)cc4)c3C[C@H]2CN1C(=O)c1ccccc1	18	i	-4	.	7	.	3	.	-8
COC(=O)/C=C1\OCc2cc(OCc3ccccc3)ccc21	.	i	4	.	17	.	2	.	.
CCN(CC)CCCn1c(C)cc2c(c1=O)C(c1ccc(OC)c(OC)c1OC)C(C#N)=C(N)O2 (configuration not stated)	-11	i	1	0	15	i	4	7	2
COc1ccc(-c2nc(-c3cccc(C)c3)no2)cc1OC	17	i	-1	-2	-4	i	4	-6	-12
COc1cc2c(C#Cc3cccnc3)c(-c3ccsc3)oc(=O)c2cc1OC	39	i	-5	2	-2	i	4	-13	1
Cc1cc(CC(=O)O)c(C)cc1CC(=O)O	-9	i	2	4	-2	i	1	-1	-6
O=C1c2cccc3c(N4CCCCC4)ccc(c23)C(=O)N1CCO	-59	i	-231	-28	-20	i	-70	53	-3
O=C(OCC(=O)N1CCN(C(=O)c2ccco2)CC1)c1ccccc1OCc1ccc(Cl)cc1	12	i	1	2	-4	i	6	5	-2
O=C(NC1CCCCC1)N1CCN(C(c2ccccc2)c2ccccc2)CC1	1	i	-15	1	6	i	3	4	-4
COc1ccc(C2(C)NC(=O)N(CC(=O)Nc3ccc4ccccc4c3)C2=O)cc1OC (configuration not stated)	4	i	0	2	6	i	3	-18	-1
CCCC(=O)N1CCC1(C)C(=O)Nc1cc(OC)ccc1OC (configuration not stated)	-11	i	-1	-1	0	i	-1	1	-7
CC(CNC(=O)CCc1nnc(CCC2CCCCC2)o1)c1ccccc1 (configuration not stated)	4	i	-13	1	4	i	-3	4	4
CCC(C(=O)NC1CCCC1)n1c(-c2ccncc2)nc2ccccc21 (configuration not stated)	.	i	7	.	-8	.	-3	.	.
CCCn1nc(C(=O)Nc2nc3ccccc3[nH]2)c2ccccc2c1=O	1	i	21	-1	16	i	4	-4	4
C=CCn1c(=O)/c(=C2/SC(C)=C(C)N2CC)s/c1=C1/C(=O)N(CC)C(=S)N1c1ccccc1	-3	i	12	-1	4	i	-1	-45	3
CN(C)S(=O)(=O)c1cccc(NC(=O)c2ccccc2OCc2ccc(F)cc2)c1	25	i	0	4	19	i	1	8	-5
N#Cc1ccc(N2CCN(c3ccc(F)cc3)CC2)cc1	6	i	14	0	17	i	-4	-2	-4
CC(C(=O)O)N(C(=O)c1ccccc1)c1ccc(F)cc1 (configuration not stated)	-2	i	3	5	-1	i	-1	0	4
CCOC(=O)c1cnn(-c2ccccc2)c1-n1cccc1C(=O)C(=O)Nc1ccc(OC)cc1	20	i	-1	0	-4	i	6	-4	-9
CCOC(=O)c1[nH]c2ccc(OC)cc2c1N=CN(C)C	-5	.	4	2	-15	i	-2	-1	-8
C[C@H](CO)N1C[C@H](C)[C@@H](CN(C)C(=O)Nc2ccccc2)Oc2c(NS(=O)(=O)c3cn(C)cn3)cccc2C1=O	-1	i	3	4	1	i	7	-17	2
O=C(O)C(Cc1ccccc1)N=C(NS(=O)(=O)c1ccccc1)c1ccccc1 (configuration not stated)	-10	i	-4	1	2	i	2	9	-1
COCCNc1nc(C)cc(-c2cc(C(=O)Nc3ccccc3)on2)n1	-4	i	-3	2	8	i	-2	4	-5
CC1CCCC(NC(=S)Nc2cccc(S(=O)(=O)N(C)C)c2)C1C (configuration not stated)	16	i	-6	3	-8	i	9	6	-1
COc1ccccc1P(=O)(c1ccccc1)c1ccccc1NC(C)=O (configuration not stated)	-8	i	-1	4	2	i	-3	-1	-2
Cc1cccc(N=C2C(=O)Nc3c(Cl)cccc32)c1	1	i	-4	-2	6	i	-2	-11	-4
COc1ccc(Cc2nnc(NC(=O)c3ccc(C)cc3)s2)cc1OC	-3	i	-3	0	-3	i	1	10	-1
Cc1ccc(C(=O)NC2(O)C(=O)c3ccccc3C2=O)cc1C	2	i	5	12*	-4	i	-1	26	-4

# The listing continues.
mol	FAS TE block	Neddylation inh	MT1-MMP act inh	Rin1 Abl inh	SKN-1 inh	Rpn11 inh	CSN inh	PABP1 MLLE inh	NadD inh
COc1cccc(-c2ncc3ccccn23)c1	-9	i	-2	2	-5	i	2	-26	2
CC(=O)NC(CSc1cc(C)nc2ccc(Br)cc12)C(=O)O (configuration not stated)	1	i	-1	-57	8	i	1	0	-5
O=C(CN1C(=O)NC2NC(=O)NC21)NN=C1CCCC1 (configuration not stated)	-4	i	0	2	-5	i	-4	-6	3
CCOC(=O)N1CCN(C(=O)c2cccc(NC(=O)c3ccco3)c2)CC1	-8	i	0	0	-37	i	0	3	2
CCOC(=O)C(CCC(=O)O)(CCC(C)C)c1csc(N)n1 (configuration not stated)	-6	i	0	5	1	i	0	-12	3
CCOc1ccc2[nH]c(=O)c(CN(Cc3ccc(C)cc3)C(=O)N3CCCC3)cc2c1	-3	i	-15	-1	5	i	8	8	6
COCCCNC(=O)CN(Cc1ccccc1)S(=O)(=O)c1ccccc1	-2	i	-8	-3	13	i	-5	9	-4
COc1ccc2[nH]c(=O)c(CN(CC3CCCO3)C(=S)Nc3ccc(C)cc3)cc2c1 (configuration not stated)	-3	i	-4	0	-14	i	-7	-99	12
COC(=O)[C@@]12CCCN1[C@H](c1ccc(-c3ccc(C(C)=O)cc3)c(OC)c1)[C@H]1C(=O)N(C)C(=O)[C@H]12	-8	i	-1	0	-6	i	-1	-8	-2
CCN(CC)CCNC(=O)c1cn(CC)c2cc(N3CCN(C(=O)c4ccco4)CC3)c(F)cc2c1=O	-4	.	-2	-3	4	i	6	12	1
Clc1ccccc1-c1ccc(/C=N/n2cnnc2)o1	11	i	3	-4	-6	i	-5	10	-1

# 4 entries already listed, ordered by molar mass, smallest number first:
mol	FAS TE block	Neddylation inh	MT1-MMP act inh	Rin1 Abl inh	SKN-1 inh	Rpn11 inh	CSN inh	PABP1 MLLE inh	NadD inh
O=C(Nc1cccc(Cl)c1Cl)c1ccncc1	-6	i	-15	-2	15	i	0	-3	0
O=C(CN1C(=O)NC2NC(=O)NC21)NN=C1CCCC1 (configuration not stated)	-4	i	0	2	-5	i	-4	-6	3
O=C(c1cc(COc2ccc(F)cc2Cl)on1)N1CC2C[C@@H]3CC1C[C@H](C2)C3	22	i	-3	5	35*	i	-2	-2	-9
CCOC(=O)C1=C[C@@H](C(C)(C)C)N(S(=O)(=O)c2ccc(C)cc2)[C@H]1c1ccccc1Cl	13	i	-1	3	4	i	-4	-9	-1
